anti-Giardia = anti-Giardia activity of synthetic compounds – Compounds Australia Scaffold Library subset, 24/48 h, primary screen (AID 1794835). actives 2% (n = 2,500). inhibition, % at 10 µM. active compounds read high; in the data active = inhibition mostly above about 45%, no sharp cut-off; inactive = mostly below about 37%;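 note: 0% = parasite counts in DMSO vehicle wells; trophozoite growth inhibition read by imaging counts at 24 h; calls made by hand needing about 50% inhibition in two separate runs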
* marks the source's active call; other numbers are inactive results; i = inactive.

The first four records (preview)
mol,anti-Giardia
COc1cc2ccccc2cc1C(=O)Nc1nc2c(s1)CN(Cc1ccccc1)CC2,9.9
COc1ccc(C(=O)N2CCC(Nc3cccnc3)C2)cc1 (stereo unspecified),i
CCOC1CC(N(C)C(=O)Cn2ccc(=O)[nH]c2=O)C12CCCCC2 (stereo unspecified),i
COc1ccc(CNC(=O)c2ccc(-c3noc(C4CCCN(C(=O)c5ccccc5)C4)n3)cc2)cc1 (stereo unspecified),14.7

The list itself, from the start:
mol,anti-Giardia
COc1cc2ccccc2cc1C(=O)Nc1nc2c(s1)CN(Cc1ccccc1)CC2,9.9
COc1ccc(C(=O)N2CCC(Nc3cccnc3)C2)cc1 (stereo unspecified),i
CCOC1CC(N(C)C(=O)Cn2ccc(=O)[nH]c2=O)C12CCCCC2 (stereo unspecified),i
COc1ccc(CNC(=O)c2ccc(-c3noc(C4CCCN(C(=O)c5ccccc5)C4)n3)cc2)cc1 (stereo unspecified),14.7
Cn1c(CN2CCN(C3CCCC3)CC2)nc2c1c(=O)[nH]c(=O)n2C,i
COc1ccc(NC(=O)c2ccc(-c3cc(NC4CCCCC4)ncn3)cc2)cc1,51.0*
COc1ccc(NC(=O)c2cn(-c3ccc(-c4noc(C5CCCC5)n4)cc3)nc2C)cc1OC,25.5
CC1Cc2ccccc2N1C(=O)Cn1c(=O)c(CN)c2n(c1=O)CCC2 (stereo unspecified),i
c1ccc2sc(N3CCCC3c3nnc4n3CCCCC4)nc2c1 (stereo unspecified),12.0
NC(=O)C1=C(Nc2ccccc2)c2ccccc2S1(=O)=O,48.5*
CC1=NS(=O)(=O)N(C)C=C1C(=O)OCc1nc(-c2ccc(OC(F)(F)F)cc2)no1,i
CC1(C(=O)NC2CCCCCCC2)CN(S(C)(=O)=O)CC(=O)N1c1ccc(F)cc1 (stereo unspecified),11.9
COc1ccc(N2CC(C(=O)N3CCc4ccccc43)CC2=O)cc1OC (stereo unspecified),i
Cc1ccc(S(=O)(=O)N2CCN(C(=O)Cn3c(=O)c(CN)c4n(c3=O)CCC4)CC2)cc1,i
CCC(=O)N1CCCc2ccc(NS(=O)(=O)c3ccc(F)c(C)c3)cc21,17.5
CCOC(=O)N1CCN(c2cc(-c3nc(-c4cccc(OC)c4OC)no3)c3ccccc3n2)CC1,18.1
Cc1ncccc1CNCC1CN(C2CC2)CCO1 (stereo unspecified),14.5
Cc1sc(-n2cccc2)c(C(=O)NC2CCCCCC2)c1C,i
CCc1onc(C)c1C1CCCN1Cc1cn(C)nc1C (stereo unspecified),i
COc1cccc(NC(=O)N2CCc3nc(-c4ccc(F)cc4)ncc3C2)c1,i
O=C(c1n[nH]c2ccccc12)N1CCC2(C1)NCc1ccccc1NC2=NC1CCCC1 (stereo unspecified),i
O=C(c1noc2ccc(S(=O)(=O)N3CCN(Cc4ccccc4)CC3)cc12)N1CCCCC1,i
CCC(=O)N1CC(C(=O)NCCN(C)C)C2(CCOCC2)C1 (stereo unspecified),13.1
CCC(=O)Nc1nc(COc2ccc(F)cc2)nc(N(C)C)n1,i
COC(=O)CNC(=O)c1cn(-c2ccc(C(F)(F)F)cn2)nn1,i
COc1ccc(S(=O)(=O)N2CC=C(C(=O)Nc3ccc(Cl)cc3)CC2)cc1,i
CCS(=O)(=O)NCc1nnnn1-c1ccc(C)cc1,i
CC(NC(=O)C1CCOCC1)c1nc(-c2cccnc2)cs1 (stereo unspecified),i
COc1ccc(-c2ncc3c(n2)CCN(C(=O)c2ccccc2C(F)(F)F)C3)cc1,i
CCN(C(=O)c1nc(C)n(C2CCN(S(C)(=O)=O)CC2)c1C)c1ccccc1,i
Cc1cc(C)n(Cc2ccc(C(=O)N3CCN(Cc4n[nH]c(C)n4)CC3)cc2)n1,1.5
COCc1cc(=O)n(CCN2CCCCC2)c(N2CCCC2)n1,i
O=S(=O)(c1ccc(-c2cnc(C3CCC3)o2)s1)N1CCC2(CC1)OCCO2,7.0
O=S(=O)(c1ccc(Br)cc1)c1nc(-c2ccccc2)oc1N1CCOCC1,4.0
CCOc1ccc(NC(=O)CN2C(c3ccc(C)cc3)=CC(c3ccccc3)n3nnnc32)cc1 (stereo unspecified),i
Cc1nc(-c2ccc3c(c2)n(CC(=O)NC2CCN(Cc4ccccc4)CC2)c(=O)n3C(C)C)no1,5.7
COc1ccc(CCNC(=O)c2cnn3c(C(F)F)cc(-c4ccccc4)nc23)cc1,i
O=C(c1nc(Nc2ccc(F)cc2)c2ccccc2n1)N1CCCCCC1,i
Cc1cccc(NC(=O)N2CCN(c3cc(C)nc(N4CCCC4)n3)CC2)c1,39.9
CCC(C)C(=O)N1CCCC1c1ncc(-c2ccccc2Cl)[nH]1 (stereo unspecified),i
O=C(NCc1ccc(Cl)cc1)c1noc2c1CCCC2,i
Cc1ccccc1NC(=O)c1nc(S(C)(=O)=O)ncc1N(Cc1ccco1)Cc1sccc1C,11.7
c1ccc(CNc2ccc(Nc3ccccc3)nn2)cc1,i
O=C(c1cn(-c2ccccc2)nn1)N1CCN(c2ccccc2F)CC1,i
NC(=O)CN1CCN(C(=O)c2cc(Cl)cc3cccnc23)CC1,i
O=C(c1ccc(F)cc1)N1CCCN(Cc2noc(-c3ccccc3)n2)CC1,33.4
CS(=O)(=O)NC1CCCN(C(=O)C2(c3cccc(Cl)c3)CCC2)C1 (stereo unspecified),i
O=C(COc1ccc(F)cc1)N1CCN(c2nc(CN3CCCC3)cs2)CC1,1.1
O=C(c1cccc(-c2nc(-c3ccc(F)cc3)no2)c1)N1CCN(c2ccccc2)CC1,0.9
O=C(Cn1nc2n(c1=O)CCCC2)NCc1ccccc1Br,6.0
CN1CCCc2cc(C(=O)NCc3cccs3)sc21,i
O=C(Nc1cc(F)cc(F)c1)C1CCCCN1Cc1ccno1 (stereo unspecified),1.6
CNC(=O)Nc1ccc(C2(C(=O)Nc3ccc(F)c(C)c3)CCC2)cc1,i
Nc1c(-c2nc(-c3ccccc3)cs2)c2ccccn2c1C(=O)c1ccc2c(c1)OCO2,83.1*
COc1ccc(N2C(=O)c3ccncc3C2=O)c(OC)c1,28.6
Cn1nc(-c2nnc(-c3ccccc3Cl)o2)c2c1CCN(C(=O)NC1CCCCC1)C2,i
CCN1CCc2nc(NC(=O)c3ccccc3)sc2C1,i
CCCCn1c(=O)[nH]c(=O)c2c1nc(-c1ccc(-c3cccc([N+](=O)[O-])c3)o1)n2CC,37.2
Cc1cc(C(=O)COC(=O)C2(O)CCCCC2)c(C)n1-c1c(C)n(C)n(-c2ccccc2)c1=O,1.1
CN1C(=O)CC(C(=O)O)C1c1cccnc1 (stereo unspecified),i

(further entries)
| molecule | anti-Giardia |
| --- | --- |
| CCCNC(=O)N1Cc2c(sc3c2CCCC3)-n2cccc2C1CC (stereo unspecified) | 15.0 |
| O=C(Nc1ccc2sc(NS(=O)(=O)c3ccccc3)nc2c1)Nc1ccccc1Cl | 4.6 |
| O=C(NCc1cccnc1)c1ccc2nc[nH]c(=O)c2c1 | i |
| Cc1csc(-c2cc(S(=O)(=O)N3c4ccccc4CC3C)c(C)n2C)n1 (stereo unspecified) | 63.6* |
| Cc1ccccc1C1CCN(C(=O)C2CCCC2)C1 (stereo unspecified) | 7.3 |
| Cc1ccc(C)c(-c2cc3c4nn(CC(=O)N(C)c5ccc(F)cc5)c(=O)n4ccn3n2)c1 | 96.3* |
| CCCS(=O)(=O)N1CCc2c(c(-c3nnc(-c4ccc(F)cc4)o3)nn2C)C1 | i |
| CCc1ccc(-c2nn(-c3ccccc3C)cc2C(=O)N2CCC2)cc1 | i |
| COc1ccc(-n2nnc(-c3nc(-c4ccccc4C)cs3)c2N)cc1 | 1.5 |
| CC1CCN(Cc2nc3ccsc3c(=O)[nH]2)CC1 | i |
| CCCn1nnnc1CN1C(=O)NC(C)(Cc2ccc3c(c2)OCO3)C1=O (stereo unspecified) | i |
| O=C(c1ccc[nH]c1=S)N1CC2CC3CC(C2)CC1C3 | i |
| FC(F)Oc1ccc(-c2csc(Cc3nnc4n3CCCCC4)n2)cc1 | 19.6 |
| CCS(=O)(=O)N1CC(=O)N(c2ccc(OC)cc2)C(C)(C(=O)NC2CCCCCC2)C1 (stereo unspecified) | i |
| CCN1CCN(c2ccc(-c3nc(-c4cccc(F)c4)no3)cn2)CC1 | 48.2 |
| CC(C1CC1)n1ncc2c(C(=O)O)cc(-c3cccnc3)nc21 (stereo unspecified) | i |
| Cc1cc(-c2csc(S(=O)(=O)Nc3ccc(Cl)c(C(F)(F)F)c3)c2)on1 | i |
| Cc1ccnc(N2CCCC(C(=O)N3CC=C(c4ccccc4)CC3)C2)n1 (stereo unspecified) | 46.1* |
| COc1ccccc1NC(=O)c1cn2c3c(cc(Br)cc3c1=O)CC2 | 11.4 |
| O=C(CN1CCCC(CN2CCCCCC2)C1)NCC(F)(F)F (stereo unspecified) | i |

In a second layout: 4 of the compounds above.
CCOC(=O)N1CCN(c2cc(-c3nc(-c4cccc(OC)c4OC)no3)c3ccccc3n2)CC1
  anti-Giardia: 18.1

CCCS(=O)(=O)N1CCc2c(c(-c3nnc(-c4ccc(F)cc4)o3)nn2C)C1
  anti-Giardia: i

O=C(c1ccc(F)cc1)N1CCCN(Cc2noc(-c3ccccc3)n2)CC1
  anti-Giardia: 33.4

Cc1ccccc1C1CCN(C(=O)C2CCCC2)C1 (stereo unspecified)
  anti-Giardia: 7.3

The list continues.
| molecule | anti-Giardia |
| --- | --- |
| CCCCn1c(=O)[nH]c2cc(-c3nc(-c4ccc(F)cc4)no3)ccc2c1=O | 0.3 |
| CCOc1ccc(C(=O)Nc2ccc(-c3nnc4n3CCCCCC4)cc2)cc1 | i |
| CCCN1C(=O)C(CC(=O)NC2CCCCC2)Sc2ncccc21 (stereo unspecified) | i |
| O=S(=O)(c1ccc(Cl)cc1)N1CCC(c2nc(-c3c(Cl)cccc3Cl)no2)CC1 | 11.2 |
| Cc1nn(-c2ccc(F)cc2)c2nc(N3CCC(NC(=O)c4ccc(Cl)s4)CC3)sc12 | i |
| CCCn1cc(S(=O)(=O)c2ccc(OC)cc2)c(=O)c2cc(F)c(N3CCC(C)CC3)cc21 | i |
| Cc1ccccc1-c1noc(Cn2c(-c3ccccn3)noc2=O)n1 | i |
| CCOC(=O)Cc1ccc(NC(=O)N2CCc3c(c(C(=O)N4CCCCC4)nn3C)C2)cc1 | i |
| COc1cc(-c2noc(-c3cc(C4CC4)[nH]n3)n2)cc(OC)c1OC | 13.7 |
| O=C(NCCC1=CCCCC1)c1cnc2sc(N3CCCCC3)nn2c1=O | i |
| Cc1ccccc1NC(=O)c1c(C)oc2ncnc(N3CCCCC3)c12 | 15.9 |
| CCCn1nnc(NCc2ccc(OCc3ccccc3)cc2)n1 | 16.1 |
| O=C(c1cnccn1)N1CCCC1c1nc(-c2ccccc2)no1 (stereo unspecified) | i |
| O=C(/C=C/c1ccccc1)N1CCC(C(=O)N2CCCc3cccc(F)c32)CC1 | i |
| COCCc1noc(COC2CCCN(C(=O)NC3CCCC3)C2)n1 (stereo unspecified) | i |
| CC(=O)N1CCOc2cc(S(=O)(=O)N3CCc4ccccc43)c(C)cc21 | i |
| CN(Cc1ccccc1)c1c2c(nc3nncn13)CCC2 | 14.3 |
| CN(CC(=O)Nc1ncn[nH]1)S(=O)(=O)c1ccc(Cl)cc1 | i |
| Cc1nnc(C2Cc3ccccc3CN2CCOc2ccc(F)cc2)o1 (stereo unspecified) | i |
| CCCNC(=O)N1CCc2c(c(C(=O)Nc3ccccc3)nn2C)C1 | i |
| CC(Sc1n[nH]c(=O)n1C1CC1)C(=O)NCc1ccccc1 (stereo unspecified) | i |
| O=C(c1ccc2nncn2c1)N1CCc2[nH]nc(C(F)(F)F)c2C1 | 3.6 |
| COc1ccccc1-c1noc(C2CCCN2C(=O)NCc2ccco2)n1 (stereo unspecified) | i |
| Cc1cccc(-c2nc(Cn3nnc(C(=O)Nc4ccc5c(c4)OCCO5)c3N)c(C)o2)c1 | i |
| O=C(Cc1ccccc1)NCc1nc(-c2ccc3c(c2)nnn3C2CCCC2)no1 | i |
| CC(=O)Nc1ccc(-c2noc(C3CCCN(C(=O)/C=C/c4ccc(C)cc4)C3)n2)cc1 (stereo unspecified) | i |
| CSc1cccc(NC(=O)Cn2cc(-c3nc(C4CC4)no3)ccc2=O)c1 | i |
| CCCCCCn1c(=O)c2c(nc3n2CCN3c2ccc(F)cc2)n(C)c1=O | i |
| Cc1nc(-c2ccccn2)cc2nn(CC(=O)N3CCC(Cc4ccccc4)CC3)c(=O)n12 | 4.9 |
| Cc1cc2nc(C(F)(F)F)c(=O)n(CC(=O)Nc3nccs3)c2cc1C | i |
| Cc1csc(-c2ccc(CNC(=O)c3n[nH]c4ccccc34)cc2)n1 | 25.2 |
| CCOc1ccc(C2=Nc3ncnn3C2=NCc2ccccc2)cc1OC | i |
| O=C(O)C1=CC(/C=C/c2ccccc2)n2ncc(C(=O)Nc3cccc(Cl)c3)c2N1 (stereo unspecified) | i |
| Cn1c(C(=O)N2CCN(c3ccccc3)CC2)cc2c1CCN(Cc1ccccc1)C2 | 1.6 |
| Cc1ccc(CN2CCCn3nc(C(=O)N4CCC(N5CCCCC5)CC4)cc3C2=O)cc1 | i |
| COCCNC(=O)c1[nH]cnc1C(=O)NC(C)C | 8.3 |
| Cc1ccc(CNC(=O)CCCN2C(=O)CCn3nc(-c4cccn4C)cc32)o1 | i |
| CCn1c(=O)c2ccccc2n(CC(=O)Nc2ccc(OC)cc2)c1=O | i |
| Cc1noc(C)c1S(=O)(=O)N1CCCC1Cc1ccccc1 (stereo unspecified) | i |
| Cc1ccc(-n2nc(C)c3sc(N4CCCN(C(=O)c5ccc6c(c5)OCO6)CC4)nc32)cc1 | i |
| COc1ccc(-c2cnc(C)o2)cc1S(=O)(=O)Nc1ccc(C)cc1 | 22.0 |
| Cc1oc(-c2[nH]ncc2C(=O)N(C)C)cc1S(=O)(=O)N1CCN(c2ccccn2)CC1 | i |
| COc1ccc(Nc2cc(C)nc(N3CCN(C(=O)Nc4cccc(OC)c4)CC3)n2)cc1 | 86.6* |
| Cn1c(=O)n(CCN2CCCCC2)c(=O)c2c1nc1oc(C(C)(C)C)cn12 | i |
| CCc1nc(CN2CCCN(C(=O)C3CCC3)CC2)cs1 | 3.9 |

Bioassay records (PubChem)

Some of the compounds tested, so the mix of outcomes need not match the whole.
